NOD2 RIPK2 PPI: inhibitors of human NOD2-RIPK2 interaction | O43353 | CHO BLA complementation NOD2-RIPK2, CCF4 ratio | inhibition, % at 4.98 µM | 0.38% of 360,000 active | AID 624267; in the data active means inhibition above about 21%;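 further: 0% = vehicle only and 100% = reference blocker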
Target sequence (O43353 whole entry, looked up): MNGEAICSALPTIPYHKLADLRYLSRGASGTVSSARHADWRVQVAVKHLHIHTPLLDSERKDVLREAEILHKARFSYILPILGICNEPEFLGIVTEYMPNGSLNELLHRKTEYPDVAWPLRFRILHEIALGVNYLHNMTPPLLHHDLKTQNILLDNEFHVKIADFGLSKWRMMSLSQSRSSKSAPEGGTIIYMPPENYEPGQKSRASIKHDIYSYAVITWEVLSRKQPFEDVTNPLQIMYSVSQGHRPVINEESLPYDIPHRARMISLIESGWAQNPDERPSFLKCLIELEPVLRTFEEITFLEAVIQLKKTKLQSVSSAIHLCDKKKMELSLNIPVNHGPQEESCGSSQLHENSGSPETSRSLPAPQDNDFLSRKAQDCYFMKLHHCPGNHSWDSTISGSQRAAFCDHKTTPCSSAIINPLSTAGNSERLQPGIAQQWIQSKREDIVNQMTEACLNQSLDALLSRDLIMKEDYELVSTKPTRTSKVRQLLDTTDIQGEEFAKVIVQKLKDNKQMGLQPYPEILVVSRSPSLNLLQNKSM
ABHD5 PLIN5 PPI: blocks binding of human ABHD5 to perilipin-5; Q00G26+Q8WTS1; Split G. princeps luciferase complementation, luminescence, 4 h; inhibition, % at 4 µM; 0.78% of 360,000 active; AID 602281;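 active means inhibition above the mean inhibition across every tested compound plus 3 SD, cut at about 22% in these data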;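 further: 0% = DMSO only wells and the 100% control is not disclosed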
MC4R ag barr: human MC4R agonism via beta-arrestin; AID 540308; P32245; activation, % at 8.9 µM; 0.98% of 360,000 active; U2OS MC4R beta-arrestin complementation, luminescence; percent of melanotan II response, DMSO zero;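 active means activation above a per-plate cutoff, the mean activation of sample wells on that plate plus 3 SD, cut at about 8% in these data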
Target sequence (P32245 whole entry, looked up): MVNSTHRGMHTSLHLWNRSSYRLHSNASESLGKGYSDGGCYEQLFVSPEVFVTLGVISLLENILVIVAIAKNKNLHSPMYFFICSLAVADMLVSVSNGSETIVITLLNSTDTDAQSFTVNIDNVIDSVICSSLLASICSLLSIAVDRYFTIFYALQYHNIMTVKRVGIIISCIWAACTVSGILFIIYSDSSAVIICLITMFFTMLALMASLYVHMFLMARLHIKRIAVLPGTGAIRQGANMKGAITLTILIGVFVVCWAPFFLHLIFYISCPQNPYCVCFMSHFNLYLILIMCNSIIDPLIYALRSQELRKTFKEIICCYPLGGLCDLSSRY
Glyco luc inh: N-linked glycosylation inhibition; D54 ERlucT glycosylation luciferase reporter, 24 h; percent of 100 nM tunicamycin response; reporter increase, % at 12.5 µM; 0.23% of 360,000 active;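 active means mean luciferase reporter signal, scaled so untreated is 0 and the glycosylation-blocking control 100, at or above a set limit in every replicate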;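 further: luciferase carries N-glycosylation sites so blocking glycosylation raises the light; 0% = median of neutral control wells and 100% = median of 100 nM tunicamycin wells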
ABCB6 inh 2: blocks the human ABCB6 transporter; Q9NP58; K562-ABCB6 porphyrin accumulation, flow cytometry, 1 h; hits give low values; fluorescence ratio to DMSO, % at 10 µM; 0.19% of 360,000 active; AID 602162;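 active means fluorescence ratio to DMSO below 75%, the collection mean minus 3 SD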;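 further: signal is porphyrin accumulated inside mitochondria; 100% equals median channel fluorescence of DMSO control wells; lower ratio means ABCB6 inhibition with less porphyrin fluorescence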
Granule exo inh: blocks lytic granule exocytosis | TALL-104 LAMP-1 surface exposure, flow cytometry; cells stimulated with thapsigargin and PMA | 0.66% of 360,000 active | inhibition, % at 10 µM;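 active means inhibition above about 55%, limit read from the data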
TLR9-MyD88 block: blocks human TLR9 binding to MyD88 | CHO BLA complementation TLR9-MyD88, CCF4 FRET ratio | inhibition, % at 4.98 µM | Q9NR96+Q99836 | 0.21% of 340,000 active;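 active means inhibition above the mean over all tested compounds plus 3 SD, cut at about 21% in these data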;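 further: 0% = DMSO only wells and 100% = clavulanate BLA inhibitor control wells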
MC4R antagonist: human MC4R antagonism in cAMP assay; inhibition, % at 6.5 µM; 0.48% of 360,000 active; MC4R-expressing cells, MTII-stimulated cAMP, LANCE TR-FRET; P32245;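 active means inhibition above its plate's cutoff, the mean of tested wells on that plate plus 3 SD, cut at about 29% in these data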;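 further: 0% = Melanotan II alone and 100% = Melanotan II plus saturating MCL0020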
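Material: U2OS-MC4R stable cell line | Reagent: Melanotan II challenge after compound preincubation | Doses: One concentration, 6.5 µM nominal | Incubation: 30-min compound preincubation, 1-h Melanotan II challenge, 1-h detection, room temperature | Signal: TR-FRET cAMP assay | Replicates: One well per compound, no replicates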
aDG glyco act: increases alpha dystroglycan glycosylation; Pro5-aDG cells, alpha-DG glycosylation AlphaScreen (IIH6); 0% Pro5, 100% B10-LARGE cell signal; activation, % at 10 µM; 0.22% of 360,000 active; AID 624168;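 active means activation of at least 8% versus controls, or a plate z-score of at least 8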;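 further: Pro5 are CHO cells carrying HIG-tagged alpha-DG that lacks glycosylation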
Vif imaging: inhibitors of HIV Vif; HEK293T cells, Vif self-association by quenched fluorescence, imaging, 24 h; inhibition, % at 7.49 µM; 0.35% of 340,000 active; AID 602346; in the data active means inhibition above about 50%, passing the limit was not always enough; further: some results filed as inactive read as strong as hits
* marks the source's active call; other numbers are inactive results; . = not tested or not shown. This is a subset, so the mix of outcomes need not match the whole.

SMILES	NOD2 RIPK2 PPI	ABHD5 PLIN5 PPI	MC4R ag barr	Glyco luc inh	ABCB6 inh 2	Granule exo inh	TLR9-MyD88 block	MC4R antagonist	aDG glyco act	Vif imaging
O=C(c1cccc(N2C(=O)C3C4C=CC(C4)C3C2=O)c1)N1CCN(c2ccccc2F)CC1 (stereo unspecified)	-1.4	5.1	-1.0	-0.1	100.0	-4.2	6.1	4.1	0.0	7.7
Cc1cccc(OCC2Cn3c(nc4c3c(=O)[nH]c(=O)n4C)O2)c1 (stereo unspecified)	-22.1	8.0	-0.8	7.0	105.0	9.3	1.2	3.0	0.1	1.4
CC(C)C(=O)Nc1nnc(NC(=S)Nc2ccccc2)s1	3.4	0.5	-2.5	-0.1	102.0	0.0	-4.8	1.6	0.6	-5.3
Cc1cc(=O)n2nc(N3CCC(C(=O)NCc4cccnc4)CC3)sc2n1	-4.9	-1.8	0.8	-0.3	97.0	1.6	-0.2	12.5	-0.3	.
CC(O)CNC(=O)C1CCN(Cc2ccc(OCc3ccccc3)cc2)CC1 (stereo unspecified)	6.9	9.2	-0.1	-4.3	99.0	-0.3	-13.3	11.1	0.1	-12.9
CCN1C(c2ccc(F)cc2)=CS/C1=C(\C#N)c1nnc2n1-c1ccccc1SC2	-1.8	5.0	-1.4	-0.5	97.0	5.9	1.1	-5.6	0.1	-8.1
Cc1cc(-c2nnc(SCC(=O)Nc3ccc(Br)cc3F)n2N)n[nH]1	1.1	-5.7	-3.7	0.7	98.0	12.0	-9.5	8.6	0.0	2.8
CCn1cc([N+](=O)[O-])c(C(=O)NCc2ccc3c(c2)OCO3)n1	-5.4	-0.2	-0.8	1.2	93.0	-4.0	6.0	15.3	-0.2	24.9
O=C(CSC1=NC2(CCCCCC2)N=C1c1ccccc1)Nc1ccc2c(c1)OCCO2	-0.2	-16.7	-1.1	-0.7	103.0	-2.4	-7.9	5.5	-0.2	-2.8
COc1ccc(C(=S)N2CCN(c3ccccc3C)CC2)cc1	-4.3	-2.9	0.6	-2.3	100.0	-18.7	0.0	4.8	0.1	-1.0
Cc1csc(NC(=O)C2CSC3(C)CCC(=O)N23)n1 (stereo unspecified)	-4.9	-3.3	0.7	1.6	101.0	1.5	-1.0	4.8	-0.3	-2.6
O=C(Cc1ncc(C(F)(F)F)cc1Cl)N1CCN(c2ccccn2)CC1	-5.6	7.1	-2.1	-1.0	96.0	-1.9	-3.3	0.0	-0.2	-3.5
O=C(C1CCCCC1)N1CCC(c2nc3ccccc3[nH]2)CC1	-14.6	3.5	0.8	0.8	93.0	-3.6	-4.2	-0.7	0.4	3.6
CC(Cl)C(=O)NC(=O)NC12CC3CC(CC(C3)C1)C2 (stereo unspecified)	2.8	-5.4	2.0	-2.5	97.0	-1.3	-9.7	2.4	-0.1	-1.7
COc1ccc(/C=C2\N=C(C(C)(C)C)OC2=O)c(OC)c1	-16.1	1.2	0.8	2.2	97.0	-0.7	-3.0	0.9	-0.1	-0.7
Cc1cc(C)cc(OCc2nnc(SCC(=O)c3ccc(Br)cc3)o2)c1	-7.7	-3.2	-0.8	0.0	94.0	-3.4	3.8	6.3	0.1	4.7
COc1ccc(/C=C(/C#N)C(=O)Nc2cccnc2)cc1OC	-12.6	0.5	-1.3	0.5	95.0	4.2	6.0	3.3	0.0	2.0
COc1cccc(C2/C(=C(/O)c3ccc(F)cc3)C(=O)C(=O)N2CCN(C)C)c1 (stereo unspecified)	-5.7	1.9	0.1	0.5	96.0	10.4	6.1	-4.3	-0.1	0.1
O=c1c(-c2nnc(SCc3ccc(Cl)c(Cl)c3)o2)cccn1Cc1ccccc1	-7.5	3.7	0.0	-2.5	101.0	2.0	3.2	14.6	0.3	-11.8
COc1ccc(-c2noc3c2-c2nc(-c4ccc(C)cc4)sc2CC3)cc1	-6.8	-3.1	0.7	2.5	102.0	12.2	0.5	-6.2	-0.3	3.0
CCOC(=O)C1CCCN(CC(=O)Nc2cccc(C(C)=O)c2)C1 (stereo unspecified)	2.6	-2.4	-2.3	-0.1	97.0	-1.8	-21.0	5.1	1.2	-2.1
O=C(NCc1ccncc1)Nc1ccccc1F	-3.1	0.5	-1.8	1.0	100.0	5.7	2.0	-3.7	0.5	-3.0
COCCN1C=C(C(=O)OC)C(c2ccc3c(c2)OCO3)C(C(=O)OC)=C1	-0.3	1.9	-0.5	-0.5	98.0	-2.6	-5.7	8.9	0.1	-0.8
CC1(C)CC(=O)C/C(=N/NC(=O)COc2ccc(Cl)cc2Cl)C1	5.7	10.8	-0.7	-1.3	101.0	2.8	10.2	1.7	0.0	10.5

Whole records, quoted from the list. Order of values: NOD2 RIPK2 PPI | ABHD5 PLIN5 PPI | MC4R ag barr | Glyco luc inh | ABCB6 inh 2 | Granule exo inh | TLR9-MyD88 block | MC4R antagonist | aDG glyco act | Vif imaging
COc1cccc(C2/C(=C(/O)c3ccc(F)cc3)C(=O)C(=O)N2CCN(C)C)c1 (stereo unspecified) in the list: -5.7 | 1.9 | 0.1 | 0.5 | 96.0 | 10.4 | 6.1 | -4.3 | -0.1 | 0.1
COc1ccc(/C=C(/C#N)C(=O)Nc2cccnc2)cc1OC in the list: -12.6 | 0.5 | -1.3 | 0.5 | 95.0 | 4.2 | 6.0 | 3.3 | 0.0 | 2.0

Copied from the list:
MC4R antagonist, CC(Cl)C(=O)NC(=O)NC12CC3CC(CC(C3)C1)C2 (stereo unspecified) = 2.4
NOD2 RIPK2 PPI, Cc1cc(C)cc(OCc2nnc(SCC(=O)c3ccc(Br)cc3)o2)c1 = -7.7

The listing picks up, starting three compounds before the break.
SMILES	NOD2 RIPK2 PPI	ABHD5 PLIN5 PPI	MC4R ag barr	Glyco luc inh	ABCB6 inh 2	Granule exo inh	TLR9-MyD88 block	MC4R antagonist	aDG glyco act	Vif imaging
O=C(NCc1ccncc1)Nc1ccccc1F	-3.1	0.5	-1.8	1.0	100.0	5.7	2.0	-3.7	0.5	-3.0
COCCN1C=C(C(=O)OC)C(c2ccc3c(c2)OCO3)C(C(=O)OC)=C1	-0.3	1.9	-0.5	-0.5	98.0	-2.6	-5.7	8.9	0.1	-0.8
CC1(C)CC(=O)C/C(=N/NC(=O)COc2ccc(Cl)cc2Cl)C1	5.7	10.8	-0.7	-1.3	101.0	2.8	10.2	1.7	0.0	10.5
CCOC(=O)C1=C(c2ccccc2)N=c2sc(=Cc3cc(OC)c(OC)c(OC)c3)c(=O)n2C1c1cccs1 (stereo unspecified)	4.1	10.8	0.3	-4.3	99.0	-0.9	.	3.9	-0.7	10.2
CCOC(CCn1c(SCC(=O)Nc2cc(C)on2)nc2ccccc2c1=O)OCC	-13.0	1.5	1.4	-1.2	100.0	-1.6	6.0	0.1	0.1	7.0
O=C(CS(=O)(=O)c1ccccc1)Nc1nccs1	-13.4	-7.0	0.9	2.7	99.0	1.9	-5.2	1.7	-0.1	40.6
Cc1ccc(C(=O)Nc2ccccc2-c2ccccc2)cc1S(=O)(=O)Nc1cccc(C)c1C	9.1	2.4	0.9	-8.0	94.0	20.5	-0.5	23.1	0.5	-4.7
COc1ccc(CCNC(=O)COC(=O)Cn2cnc3ccccc3c2=O)cc1	-0.3	-2.4	-0.2	2.7	99.0	-0.8	-1.1	13.6	0.0	-2.7
CN(C(=O)CSc1nc2scc(-c3ccccc3)c2c(=O)[nH]1)c1ccccc1	1.4	-6.1	0.5	-1.5	107.0	-2.1	-1.6	13.4	0.1	-3.2
COc1ccc(C(=O)Nc2cccc(N(C)S(C)(=O)=O)c2)cc1OC	1.4	1.9	-0.5	-0.8	92.0	-2.1	0.3	-5.4	0.0	-4.3
CO/N=C/C(=N\Nc1ccc(OC)cc1)C(=O)c1ccc(F)cc1	-10.4	3.0	0.8	0.7	103.0	4.3	3.8	10.6	-0.4	11.7
COc1ccc(C(=O)NCCCOc2cccnc2)cc1OC1CCN(C(C)=O)CC1	-6.1	-0.3	-4.5	1.0	102.0	5.8	-2.1	-1.9	0.5	-4.8
CNc1c(NS(=O)(=O)c2ccc(C(C)(C)C)cc2)c(=O)oc2ccccc12	-8.7	-1.1	4.1	0.4	100.0	16.8	3.4	5.3	0.2	19.0
C/C(=C\C(=O)C(F)(F)F)Nc1ccc(C(F)(F)F)cc1	-4.2	0.4	-2.8	7.4	100.0	-2.4	-4.2	9.8	0.1	.
CCOc1ccccc1NC(=O)N1CCC(NC(=O)C2CCCCC2)CC1	-9.2	-1.7	-2.1	-0.9	97.0	-13.0	4.4	-1.3	-0.1	-4.9
O=C(c1cc(COc2c(F)cccc2F)on1)N1C[C@H]2CC[C@H]1C2	1.9	-2.0	-0.6	-3.9	93.0	-0.2	-8.4	15.6	-0.1	-1.0
O=C(NCc1ccc(Cl)cc1)Nc1ccc(F)cc1	6.1	-7.0	-1.6	1.8	100.0	5.3	11.0	0.1	0.4	-8.5
CCOc1ccc(OCCCC(=O)NC2=NCCS2)cc1	-9.7	-3.3	-2.0	-0.3	99.0	-8.3	-4.0	-2.8	-0.2	-19.9
O=C(NCc1nnc(SCC(=O)N2CCN(c3ccccc3)CC2)o1)c1ccc(F)cc1	-12.6	-2.6	-0.8	-0.7	84.0	-2.8	-0.6	9.8	0.4	-8.4
Cc1ccc(NC(=O)CC2SC(=Nc3ccc(O)cc3)NC2=O)cc1 (stereo unspecified)	-1.3	6.2	0.0	-0.9	99.0	-0.9	3.7	-4.2	-0.1	0.5
O=C(c1nc2ccccn2c1CNCC1OCCc2ccccc21)N1CCOCC1 (stereo unspecified)	-5.3	3.1	-2.1	2.9	91.0	-0.7	-2.7	5.0	0.1	-2.5
CC1(C)Cc2cccc(OCC(=O)N3CCN(c4cccc(Cl)c4)CC3)c2O1	2.8	-9.6	1.7	-1.1	100.0	5.9	-3.0	6.1	0.6	-3.4
CCNC(=O)CC1SC(=Nc2ccc(C)cc2)N(CC)C1=O (stereo unspecified)	-8.1	-1.9	-0.4	0.7	102.0	-3.2	3.8	6.7	0.0	28.8
COc1ccc(CCC(=O)N2CCN(S(=O)(=O)c3ccc4ccccc4c3)CC2)cc1	-0.8	-9.1	-0.4	-2.1	93.0	-3.0	-0.1	3.0	0.0	0.1
CC(C)OC(=O)C1OC1(C)c1ccccc1 (stereo unspecified)	-13.2	-3.1	0.1	-0.5	93.0	5.8	-4.7	0.1	0.1	3.7
COC(=O)C1C2CC3c4[nH]c5cc(OC)ccc5c4CCN3CC2CC(OC2CCCCO2)C1OC (stereo unspecified)	1.3	6.5	1.8	-0.3	116.0	-1.4	7.7	11.8	0.7	.
Cc1ccccc1Nc1nc(N)nc(CSc2nncn2C)n1	4.4	0.2	-1.3	1.8	96.0	1.0	2.0	5.2	-0.1	1.7
CC(C)(O)C#Cc1ccc(C(=O)N2CCN(C(=O)c3ccco3)CC2)cc1	-2.2	-2.6	-1.1	0.5	97.0	-5.2	-2.4	9.0	-0.1	-2.6
Brc1cccc(OCCCCn2cncn2)c1	-2.4	-2.2	-0.9	1.7	100.0	-9.5	1.5	1.9	0.1	7.5
O=Cc1cc(OCc2ccccc2)ccc1[B-](F)(F)F	-11.9	21.8	-0.7	0.7	98.0	10.6	-6.5	-8.9	0.4	-3.4
CCOc1cc(Br)cc(C(c2c(C(=O)O)[nH]c3ccccc23)c2c(C(=O)O)[nH]c3ccccc23)c1O	-0.8	-7.7	-0.6	1.1	102.0	0.5	-13.7	17.2	0.1	0.6

High-throughput results as filed in PubChem BioAssay.
